FID counter = counter-screen for HCV NS3 helicase inhibitors: DNA intercalator displacement. 0.17% of 290,000 active. DNA fluorescent intercalator displacement, fluorescence. AID 1845. inhibition, % at 7.9 µM; in the data active means inhibition above about 37%;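 further: 0% = vehicle and 100% = reference compound; higher means more ethidium bromide displaced from hairpin DNA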
PHOSPHO1 inh = inhibitors of human PHOSPHO1 phosphatase | Q8TCT1 | recombinant PHOSPHO1, absorbance phosphatase assay | inhibition, % at 13.3 µM | 1.1% of 290,000 active; in the data active means inhibition above about 60%
Target sequence (Q8TCT1 whole entry, looked up): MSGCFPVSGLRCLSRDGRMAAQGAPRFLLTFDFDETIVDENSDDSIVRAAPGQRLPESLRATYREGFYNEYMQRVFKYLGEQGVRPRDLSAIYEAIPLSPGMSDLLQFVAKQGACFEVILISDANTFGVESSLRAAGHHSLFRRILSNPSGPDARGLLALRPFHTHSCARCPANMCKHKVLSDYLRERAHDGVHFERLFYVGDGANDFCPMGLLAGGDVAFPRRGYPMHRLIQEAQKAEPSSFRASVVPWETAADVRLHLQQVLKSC
OXTR agonist = agonists of human oxytocin receptor | P30559 | CHO-OTR cells, Fluo-8 calcium fluorescence; normalized: DMSO 0%, oxytocin 100% | activation, % at 3 µM | 0.32% of 320,000 active | AID 2435;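 active means activation above the mean of all tested compounds plus 3 SD, cutoff set per screening run, cut at about 20% in these data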;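 further: peak over basal fluorescence ratio from a 100 s FLIPR kinetic read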
Target sequence (P30559 whole entry, looked up): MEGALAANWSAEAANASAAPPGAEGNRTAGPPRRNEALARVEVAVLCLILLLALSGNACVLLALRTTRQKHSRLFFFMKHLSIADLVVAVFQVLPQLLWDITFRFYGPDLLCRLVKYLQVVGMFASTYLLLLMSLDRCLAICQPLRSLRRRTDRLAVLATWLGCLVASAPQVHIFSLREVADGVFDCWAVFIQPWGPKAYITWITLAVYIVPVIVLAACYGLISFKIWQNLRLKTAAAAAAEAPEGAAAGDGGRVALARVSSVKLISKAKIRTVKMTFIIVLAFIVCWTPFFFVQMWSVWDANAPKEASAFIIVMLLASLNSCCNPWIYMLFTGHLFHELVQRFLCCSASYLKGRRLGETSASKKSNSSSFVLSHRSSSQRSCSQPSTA
MEKK2wt PB1 HTS = raises or lowers MEK5 binding to wildtype human MEKK2 PB1 domain | binding response (% of control), % at 10 µM | AID 1531 | 1.1% of 290,000 active | bead flow cytometry, Alexa488-MEK5 binding to MEKK2 WT; actives lie on both sides; in the data active means binding response below about 67% or above about 130%
NALP1 yeast inh = inhibitors of NALP1 inflammasome in yeast. S. cerevisiae NALP1/ASC/caspase-1 growth, X-gal OD620, 72 h. inhibition, % at 10 µM. 0.61% of 280,000 active; in the data active means inhibition mostly above about 24%, no sharp cut-off; inactive means mostly below about 32%; further: some compounds called inactive have numbers as strong as hits
MEKK3 PB1 HTS = raises or lowers MEK5 binding to the human MEKK3 PB1 domain; Q99759; bead-based flow cytometry, Alexa488-MEK5 binding to MEKK3; actives lie on both sides; 0 = blocked by unlabeled MEK5, 100 = vehicle; binding response (% of control), % at 10 µM; 1.4% of 290,000 active; AID 1529;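 active means binding response more than 3 SD above or below the average of its plate-row segment, actives on both sides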;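 further: Alexa488 bead fluorescence after subtracting the streptavidin-only scavenger bead signal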
GPR7 antagonist = human neuropeptides B/W receptor 1 antagonism; inhibition, % at 4.4 µM; P48145; 1.1% of 290,000 active; GPR7-expressing cells, fluorescence antagonist assay; in the data active means inhibition above about 16%, passing the limit was not always enough;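 further: cells stimulated with the agonist NPW; 0% = agonist with vehicle and 100% = vehicle without agonist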
Target sequence (P48145 whole entry, looked up): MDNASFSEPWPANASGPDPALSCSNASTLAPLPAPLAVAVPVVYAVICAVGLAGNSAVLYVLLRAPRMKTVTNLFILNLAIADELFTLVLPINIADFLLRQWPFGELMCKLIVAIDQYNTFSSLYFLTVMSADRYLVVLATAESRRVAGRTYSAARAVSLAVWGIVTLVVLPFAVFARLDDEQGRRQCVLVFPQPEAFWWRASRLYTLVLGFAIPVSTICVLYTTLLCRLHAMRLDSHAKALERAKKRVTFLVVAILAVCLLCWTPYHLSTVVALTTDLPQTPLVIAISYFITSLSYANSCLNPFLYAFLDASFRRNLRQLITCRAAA
MEKK2 mut-MEK5 = signal of MEK5 binding to mutant human MEKK2 PB1 domain; bead flow cytometry, Alexa488-MEK5 binding to MEKK2 mutant; percent response, % at 10 µM; 0.35% of 290,000 active; in the data active means percent response above about 24%, passing the limit was not always enough; further: inactives centre near 1; some results filed as inactive read as strong as hits; reference of the scale not given here
PfM18AAP inh = blocks P. falciparum M18 aspartyl aminopeptidase; recombinant PfM18AAP, H-Glu-NHMec fluorogenic cleavage; inhibition, % at 7.35 µM; 1.2% of 290,000 active; AID 1822;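 active means inhibition above the campaign mean inhibition over all tested compounds plus 3 SD, cut at about 28% in these data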;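 further: 0% = plate median of test compound wells and 100% = 2 mM ZnCl2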
An asterisk follows results filed as active; x = no result given; [ ] = another dose, or the depositor's remark.

#1 COc1cc(Nc2ccccc2Cl)c([N+](=O)[O-])nc1[N+](=O)[O-]
#2 COc1ccccc1C1/C(=C(/O)c2ccccc2)C(=O)C(=O)N1CC(C)O (stereo not given)
#3 O=C(NCc1ccco1)C12CC3CC(CC(C3)C1)C2
#4 Cc1cccc(N(Cc2cc3ccc(C)cc3[nH]c2=O)S(=O)(=O)c2ccccc2)c1
#5 COc1ccc(CCNC(=O)CSc2nc3ncccc3[nH]2)c(OC)c1
#6 COc1ccccc1N1CCN(S(=O)(=O)c2cccc3nsnc23)CC1

compound no.	1	2	3	4	5	6
FID counter	5	-4	-2	-32	-20	3
PHOSPHO1 inh	0	8	-4	40	42	3
OXTR agonist	1.2	-0.2	-0.6	-0.6	0.5	-1.2
MEKK2wt PB1 HTS	100	101	106	97	99	91
NALP1 yeast inh	6	-8	6	7	18	x
MEKK3 PB1 HTS	97	99	102	99	104	89
GPR7 antagonist	-13	-8	-1	-12	-10	-7
MEKK2 mut-MEK5	0	5	2	2	2	-7
PfM18AAP inh	-8	-9	-1	5	11	-4

#7 COc1cccc(C(C(=O)NCc2ccco2)N(C(=O)Cn2nnc3ccccc32)C2CC2)c1OC (stereo not given)
#8 Oc1cc2ccccc2cc1-c1nnc2n1-c1ccccc1SC2
#9 CCOC(=O)N1CCN(C(=O)CSc2nnc(-c3cccc(OC)c3)o2)CC1
#10 Cc1cc(C)cc(N=c2c([N+](=O)[O-])nn(-c3ccc(Cl)cc3)n2O)c1
#11 CCOc1ccc(S(=O)(=O)Nc2cccc(N(C)S(C)(=O)=O)c2)cc1
#12 CC(C)c1nc2oc3ccccc3c(=O)c2c(=O)n1-c1ccccc1

compound no.	7	8	9	10	11	12
FID counter	-31	-15	-30	7	-6	-4
PHOSPHO1 inh	1	-2	18	-15	31	13
OXTR agonist	-0.7	0.2	-1.1	-2.1	13	-1.8
MEKK2wt PB1 HTS	87	94	101	94	99	103
NALP1 yeast inh	0	3	17	-3	42*	14
MEKK3 PB1 HTS	82*[inhibitor]	85	100	93	100	102
GPR7 antagonist	15	-3	-8	-8	0	9
MEKK2 mut-MEK5	-16	-9	2	-6	12	2
PfM18AAP inh	-2	9	-11	7	7	-13

#13 O=C(Nc1ccc(Br)cc1)c1cnccn1
#14 Cn1ccnc1SCC(=O)Nc1ccc(Cl)cn1
#15 COc1ccc(N2CCN(Cc3nc4cc(Cl)ccc4c(=O)[nH]3)CC2)cc1
#16 CCOc1ccc(Br)cc1CNCCN1CCOCC1
#17 CCOC(=O)c1c(NC(C)=O)sc2c(O)cccc12
#18 O=C(Nn1cnc2ccccc2c1=O)c1c(F)cccc1F

compound no.	13	14	15	16	17	18
FID counter	-2	4	0	7	-6	-2
PHOSPHO1 inh	13	8	56	-3	-8	19
OXTR agonist	1.0	-0.5	1.2	1.3	0.2	-1.1
MEKK2wt PB1 HTS	93	94	100	105	96	107
NALP1 yeast inh	5	14	11	30	29	2
MEKK3 PB1 HTS	99	95	102	105	97	108
GPR7 antagonist	-2	4	-6	3	-9	-14
MEKK2 mut-MEK5	3	-4	0	2	3	6
PfM18AAP inh	-2	10	7	4	7	-1

Gathered by group: the entries above containing a furan ring, fused or not
#3 O=C(NCc1ccco1)C12CC3CC(CC(C3)C1)C2
#7 COc1cccc(C(C(=O)NCc2ccco2)N(C(=O)Cn2nnc3ccccc32)C2CC2)c1OC (stereo not given)

compound no.	3	7
FID counter	-2	-31
PHOSPHO1 inh	-4	1
OXTR agonist	-0.6	-0.7
MEKK2wt PB1 HTS	106	87
NALP1 yeast inh	6	0
MEKK3 PB1 HTS	102	82*[inhibitor]
GPR7 antagonist	-1	15
MEKK2 mut-MEK5	2	-16
PfM18AAP inh	-1	-2

Continuation:
#19 CC(=O)Nc1nc(CC(C)C)cc(-c2ccco2)c1C#N
#20 O=C(N/N=C\c1ccc(O)c([N+](=O)[O-])c1)c1ccccc1-n1cccc1
#21 CN1C(=O)/C(=C2\SC(=S)N(CC3CCCO3)C2=O)c2ccccc21 (stereo not given)
#22 COCCn1c(C)cc(C(=O)CSc2nnc(-c3cccnc3)n2-c2ccccc2F)c1C
#23 COc1cc(Nc2ncnc(N)n2)cc(OC)c1OC
#24 Cc1ccccc1-c1nc(CN2CCC(C(=O)NCCCN3CCCC3)CC2)c(C)o1

compound no.	19	20	21	22	23	24
FID counter	2	3	5	-35	-1	34
PHOSPHO1 inh	-7	4	3	90*	39	-7
OXTR agonist	1.7	-0.6	x	-0.2	-0.9	-0.4
MEKK2wt PB1 HTS	99	101	100	101	98	198*
NALP1 yeast inh	8	24	-3	24	6	x
MEKK3 PB1 HTS	97	101	101	100	90	102
GPR7 antagonist	-15	-5	6	0	-5	4
MEKK2 mut-MEK5	1	-1	1	4	-6	51*
PfM18AAP inh	-1	-6	-3	13	-5	-9

#25 CCc1nnc(NC(=O)c2ccc(N3C(=O)CCC3=O)cc2)s1
#26 O=C1N2CCSC2=NC1(Nc1nccs1)C(F)(F)F (stereo not given)
#27 O=C(c1ccccc1Cl)N1CCN(Cc2ccc3c(c2)OCO3)CC1
#28 O=C(c1ccc(NC(=O)C(c2ccccc2)c2ccccc2)cc1)c1ccc(C(=O)O)c(C(=O)O)c1
#29 O=C(NCC(c1ccc(F)cc1)N1CCOCC1)c1cc(F)c(F)c(F)c1F (stereo not given)
#30 CC(C)CCc1noc(CN2CCC(CCN3CCCC3=O)CC2)n1

compound no.	25	26	27	28	29	30
FID counter	-2	-1	-24	-31	-12	-20
PHOSPHO1 inh	1	-6	45	19	-27	32
OXTR agonist	-0.2	0.2	0.8	-0.4	-2.2	2.5
MEKK2wt PB1 HTS	107	x	105	99	105	94
NALP1 yeast inh	x	8	11	16	-22	-11
MEKK3 PB1 HTS	109	x	97	102	107	89
GPR7 antagonist	-2	-8	4	-14	5	-9
MEKK2 mut-MEK5	7	x	5	1	0	-4
PfM18AAP inh	-15	-5	-9	-1	-10	-5

#31 CCc1cc(=O)[nH]c(-n2[nH]c(-c3ccccc3)cc2=O)n1
#32 CCCCn1c(SCC(=O)Nc2nnc(C(C)C)s2)nc2c1c(=O)n(C)c(=O)n2C
#33 CC1C(=O)C(C)C(c2ccc([N+](=O)[O-])cc2)NC1c1ccc([N+](=O)[O-])cc1 (stereo not given)
#34 CCOC(=O)Cc1csc(NC(=O)c2sc3nc4c(C)cc(C)cc4cc3c2N)n1
#35 Cc1ccc(-n2c(SCn3nnc4ccccc4c3=O)nnc2-c2cccnc2)c(C)c1
#36 COc1ccc(OC)c2sc(NC(=O)c3ccc(S(=O)(=O)N(C)C)cc3)nc12

compound no.	31	32	33	34	35	36
FID counter	-18	-3	0	-3	-25	1
PHOSPHO1 inh	42	1	-6	45	59	5
OXTR agonist	-1.6	1.3	-1.1	-0.6	-0.8	9.8
MEKK2wt PB1 HTS	101	95	89	87	87	108
NALP1 yeast inh	18	2	12	35	4	15
MEKK3 PB1 HTS	107	95	100	98	98	107
GPR7 antagonist	-8	-16	0	-2	3	-1
MEKK2 mut-MEK5	-3	-2	-10	3	4	7
PfM18AAP inh	12	2	-12	12	4	0

#37 O=C(NCCN1CCCCC1)c1ccco1
#38 Cc1ccc(C)c(S(=O)(=O)N2CCN(C(=O)c3cnccn3)CC2)c1
#39 O=C(CSc1nnc(CNc2ccccc2)o1)c1ccc2c(c1)OCCO2
#40 COc1ccc(C(=O)NCCSc2ccccc2)cc1OC
#41 Cc1ccc(OCCSCc2nnc(NC(=O)Nc3cccc(Cl)c3)s2)cc1
#42 COc1ccc(/C=N\NC(=O)c2cccc([N+](=O)[O-])c2)cc1Cn1cc([N+](=O)[O-])cn1

compound no.	37	38	39	40	41	42
FID counter	-2	0	-7	-11	-5	10
PHOSPHO1 inh	-10	9	6	23	-2	20
OXTR agonist	0.4	0.2	1.9	-0.9	1.9	-1.8
MEKK2wt PB1 HTS	116	111	110	96	94	95
NALP1 yeast inh	-4	1	16	-6	12	4
MEKK3 PB1 HTS	129*	107	114	97	92	100
GPR7 antagonist	-4	-14	-11	-9	-1	1
MEKK2 mut-MEK5	5	8	8	-3	-1	1
PfM18AAP inh	-3	-1	-4	0	10	-3

The closing three records of the section above lead into the next.
#40 COc1ccc(C(=O)NCCSc2ccccc2)cc1OC
#41 Cc1ccc(OCCSCc2nnc(NC(=O)Nc3cccc(Cl)c3)s2)cc1
#42 COc1ccc(/C=N\NC(=O)c2cccc([N+](=O)[O-])c2)cc1Cn1cc([N+](=O)[O-])cn1
#43 COc1cc(C(=O)N/N=c2/sc3ccccc3n2C)cc(OC)c1OC
#44 CCCC1C2C(=O)N(c3ccc(OC)cc3)C(=O)C2ON1c1ccccc1 (stereo not given)
#45 CC1CCN(S(=O)(=O)c2ccc(C(=O)NCc3ccco3)cc2)CC1
#46 CCCc1[nH]nc2c1C1(CCN(C(=O)OCc3ccccc3)CC1)C(C#N)=C(N)O2
#47 COCCOC(=O)C1=C(C)N=C2SCCC(=O)N2C1c1cccs1 (stereo not given)
#48 CC(c1nnc(SCC(=O)c2c(N)n(C)c(=O)n(C)c2=O)n1-c1ccc(Cl)cc1)N(C)C (stereo not given)

compound no.	40	41	42	43	44	45	46	47	48
FID counter	-11	-5	10	-19	-21	-12	-17	-7	3
PHOSPHO1 inh	23	-2	20	-10	8	32	16	32	40
OXTR agonist	-0.9	1.9	-1.8	-1.0	-0.9	-1.6	1.2	0.0	0.4
MEKK2wt PB1 HTS	96	94	95	98	102	95	93	98	103
NALP1 yeast inh	-6	12	4	3	9	-20	4	5	37
MEKK3 PB1 HTS	97	92	100	97	104	98	100	102	101
GPR7 antagonist	-9	-1	1	-4	-5	-3	-2	-5	0
MEKK2 mut-MEK5	-3	-1	1	-1	1	-6	-3	-1	0
PfM18AAP inh	0	10	-3	-3	0	-3	4	6	3

#49 O=C(Nc1nc2ccccc2s1)c1cccc(N2C(=O)CCC2=O)c1
#50 CC(=O)c1ccc(NC(=O)CSC(=S)N2CCCC2)cc1
#51 NC(=O)C1CCN(C(=O)CC2(CC(=O)O)CCCCC2)CC1
#52 O=C(NCc1ccccc1)c1cc(-c2cccs2)on1
#53 C[C@@H]1CC[C@H](O)/C=C/C(=O)O[C@H](C)CC[C@H](O)/C=C/C(=O)O1
#54 CCn1ncc(CNC(=O)CCSc2nc(-c3ccco3)cc(C(F)(F)F)n2)c1C

compound no.	49	50	51	52	53	54
FID counter	-10	-4	-3	-1	x	-36
PHOSPHO1 inh	15	37	7	35	36	-14
OXTR agonist	3.5	0.4	0.4	-1.4	0.5	1.6
MEKK2wt PB1 HTS	104	99	98	111	104	102
NALP1 yeast inh	12	16	5	28	-4	8
MEKK3 PB1 HTS	105	101	96	107	98	93
GPR7 antagonist	-7	-8	-12	-14	x	-18
MEKK2 mut-MEK5	2	-3	0	7	3	4
PfM18AAP inh	-3	-6	2	-12	x	5

#55 CCCNC(=O)CCC(NS(=O)(=O)c1ccc(C)cc1)C(=O)NCCC (stereo not given)
#56 CCCN1C[C@H](CSC)C[C@@H]2c3cccc4[nH]cc(c34)C[C@H]21
#57 Cc1ccccc1NC(=O)c1ccc(NC(=O)C2CC(=O)OC23CCCCC3)cc1 (stereo not given)
#58 Cc1cc(OC(=O)c2c(Cl)cc(Cl)cc2Cl)nc(C)n1
#59 O=C(CSCc1ccc([N+](=O)[O-])cc1)NC1CC2CCC1C2 (stereo not given)
#60 CC1=NN(C(=O)COc2ccc(C)c(C)c2)C(O)(c2ccc(Cl)cc2)C1 (stereo not given)
#61 CSc1nc(Sc2ccccc2Cl)c2ccccc2n1

compound no.	55	56	57	58	59	60	61
FID counter	-3	4	-19	-4	-2	-22	-8
PHOSPHO1 inh	14	-1	47	23	-15	2	36
OXTR agonist	0.1	-0.3	x	-2.6	-1.4	-2.1	-0.1
MEKK2wt PB1 HTS	92	101	103	99	103	99	104
NALP1 yeast inh	6	18	12	19	18	22	39
MEKK3 PB1 HTS	91	94	101	102	101	102	101
GPR7 antagonist	-1	4	1	-1	2	0	2
MEKK2 mut-MEK5	-7	5	-1	0	7	-1	6
PfM18AAP inh	-5	-3	3	-5	19	11	-11

Bioassay records deposited in PubChem by several laboratories.
